Screening data from PubChem.
Rev-erbA mod: modulators of Rev-erb alpha DNA binding, primary screen, biochemical, FITC-DNA, fluorescence polarization, uHTS; Nuclear receptor subfamily 1 group D member 1 (Homo sapiens), P20393; Rev-erbα–FITC-DNA binding, 90 min; activity, % at 10 µM; 370,000 compounds, 0.79% hits; AID 1259318, 2017;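 active = activity above about 14%, limit read from the data; passing the limit was not always enough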;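 note: 0% = DMSO wells with 35 nM protein and 100% = DMSO wells with 750 nM protein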
SIAE primary: human SIAE inhibitors, primary screen, biochemical, fluorescence polarization, FP-Rh probe, 1536-well HTS. Sialate O-acetylesterase (Homo sapiens), Q9HAT2. SIAE FP-Rh probe binding. inhibition, % at 9.66 µM. 370,000 compounds, 0.69% hits;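 active = inhibition above a cutoff: mean of compounds within the control limits plus 3 SD of those, cut at about 17% in these data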;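 note: 0% = plate median of compound wells and 100% = probe without SIAE protein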
TCR-CD3 inh: inhibitors of human TCR-CD3 interaction, primary screen, biochemical, fluorescence, TAMRA-labeled TCR probe; T-cell receptor (TCR); inhibition, % at 9.4 µM; 360,000 compounds, 0.37% hits; in the data active = inhibition above about 19%;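 note: recombinant mutant TCR 2C K166C tagged with TAMRA read by polarization; 0% = receptor in buffer alone and 100% = receptor with positive control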
LEDGF integ inh: blockers of LEDGF/p75-dependent integrase strand transfer – biochemical, TR-FRET, high throughput, primary screen. HIV-1 integrase (with human LEDGF/p75). 370,000 compounds, 0.64% hits. inhibition, % at 3.7 µM. AID 743269, 2014. TR-FRET IN-LEDGF/p75 DNA integration, Eu/Cy5;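 active = inhibition above the screen-wide mean plus 3 SD, cut at about 13% in these data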;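 note: signal is the Cy5 over europium emission ratio at 671 and 618 nm; 0% = plate median of compound wells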
rCAG binder: binders of r(CAG) RNA repeats, primary screen, biochemical, fluorescence. r(CAG) RNA repeat, TO-PRO-1 dye displacement fluorescence. inhibition, % at 3 µM. 370,000 compounds, 1.3% hits. AID 651821, 2012;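 active = inhibition above the plate cutoff, the mean of all test compounds on that plate plus 3 SD, cut at about 35% in these data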;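 note: 0% = DMSO alone and 100% = 100 µM mitoxantrone as full dye displacement; higher means more dye released from RNA so lower well fluorescence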
PRMT1 FP inh: PRMT1 methyltransferase inhibitors, primary screen, biochemical, fluorescence polarization. recombinant PRMT1, activity-based probe fluorescence polarization. 370,000 compounds, 1.3% hits. Protein arginine N-methyltransferase 1 (Homo sapiens), Q99873. inhibition, % at 2.79 µM;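 active = inhibition above about 21% made by adding two undisclosed values, limit read from the data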
Target sequence (Q99873 whole entry, looked up): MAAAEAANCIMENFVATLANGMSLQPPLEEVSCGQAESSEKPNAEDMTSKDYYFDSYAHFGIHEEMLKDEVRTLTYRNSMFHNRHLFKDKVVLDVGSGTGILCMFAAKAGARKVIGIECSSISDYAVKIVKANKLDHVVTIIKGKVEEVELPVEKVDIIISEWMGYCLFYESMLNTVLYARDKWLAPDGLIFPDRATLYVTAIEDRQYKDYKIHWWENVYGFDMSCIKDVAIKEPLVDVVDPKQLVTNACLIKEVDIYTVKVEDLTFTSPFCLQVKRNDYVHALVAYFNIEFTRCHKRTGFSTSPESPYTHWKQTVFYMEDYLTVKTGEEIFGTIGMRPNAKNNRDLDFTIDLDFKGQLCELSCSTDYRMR
ABHD4 inh: ABHD4 inhibitors, primary screen, biochemical, fluorescence polarization, mouse. purified mABHD4, FP-Rh probe fluorescence polarization. AID 720543, 2013. (Lyso)-N-acylphosphatidylethanolamine lipase (Mus musculus), Q8VD66. inhibition, % at 8.92 µM. 370,000 compounds, 0.54% hits;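 active = inhibition exceeding the mean over every tested compound plus 3 SD, cut at about 30% in these data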;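 note: 0% = plate median of compound wells and 100% = S159A mutant with DMSO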
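Test system: mouse ABHD4 enzyme, wild type. Reagent: FP-Rh fluorescent activity-based probe, added after compound pre-incubation. Timing: pre-incubation 45 min, probe exposure 60 min, at 25 °C. Technique: FP readout, ex 525 nm / em 598 nm. Benchmarks: high control S159A mutant with DMSO, low control median of compound wells.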
HTRA1 inhibitor: HTRA1 serine protease inhibitors, primary screen, biochemical, fluorescence polarization, HTS; inhibition, % at 5.96 µM; recombinant HTRA1, FP-rhodamine activity-based probe; 340,000 compounds, 0.5% hits; Q92743; in the data active = inhibition above about 36%;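 note: 0% = enzyme with DMSO and 100% = wells lacking enzyme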
PG9 Ab binder: binders of HIV-1 gp120 antibody PG9, primary screen, biochemical, TR-FRET. TR-FRET gp120-PG9 antibody binding. 360,000 compounds, 0.43% hits. HIV-1 gp120 / PG9 antibody interaction. inhibition, % at 6.7 µM. AID 624416, 2012; in the data active = inhibition above about 8.5%
TDP2 absorb: human TDP2 enzyme inhibitors, primary screen, biochemical, epi absorbance, recombinant enzyme; Tyrosyl-DNA phosphodiesterase 2 (Homo sapiens), O95551; T5PNP hydrolysis, p-nitrophenol absorbance 415 nm; inhibition, % at 12.8 µM; 370,000 compounds, 0.34% hits;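 active = inhibition above the mean of all tested compounds plus 3 SD, set per campaign, cut at about 25% in these data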;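 note: 0% = DMSO with enzyme and 100% = buffer with substrate but no TDP2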
Target sequence (O95551 whole entry, looked up): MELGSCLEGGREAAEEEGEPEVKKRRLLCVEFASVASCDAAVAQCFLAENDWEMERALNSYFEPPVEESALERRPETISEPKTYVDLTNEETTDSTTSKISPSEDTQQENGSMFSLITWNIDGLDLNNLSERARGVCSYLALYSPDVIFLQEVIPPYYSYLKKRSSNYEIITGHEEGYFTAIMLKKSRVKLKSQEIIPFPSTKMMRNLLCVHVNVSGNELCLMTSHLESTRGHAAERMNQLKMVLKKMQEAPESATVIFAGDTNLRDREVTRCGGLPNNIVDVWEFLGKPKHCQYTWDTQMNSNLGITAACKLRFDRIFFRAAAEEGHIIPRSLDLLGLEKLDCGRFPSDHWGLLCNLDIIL
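test system = human TDP2 enzyme | input = TDP2 enzyme at 120 nM final | medium = 50 mM Tris-HCl pH 7.5 with Mg2+, KCl, DTT, BSA | also added = T5PNP substrate, 5 mM | times = 2 h at 37 °C | technique = epi absorbance | benchmarks = high control without enzyme, low control DMSO plus TDP2 | replication = each compound tested once, singlicate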
* marks the source's active call; other numbers are inactive results; · = no result given.

SMILES	Rev-erbA mod	SIAE primary	TCR-CD3 inh	LEDGF integ inh	rCAG binder	PRMT1 FP inh	ABHD4 inh	HTRA1 inhibitor	PG9 Ab binder	TDP2 absorb
Cn1c(=O)oc2cc(S(=O)(=O)NCc3ccccc3)ccc21	-3	-3	8	0	2	0	4	-1	-0.8	-1
CCOC(=O)/C(=C/c1ccco1)NC(=O)c1ccc(Br)o1	2	2	-3	5	5	4	5	0	-2.6	13
CCOC(=O)C(O)(CC(=O)Nc1ccc(Cl)cc1Cl)C(F)(F)F (stereo unspecified)	-1	0	3	4	-1	3	3	3	-0.3	12
COc1ccc([N+](=O)[O-])cc1/C=N/Nc1nc(N2CCCCC2)nc(N2CCCCC2)n1	1	-3	10	-2	1	-4	3	-3	1.8	-3
Cc1n[nH]c(=O)c2c(NC(=O)CSc3ncccn3)oc(C)c12	2	5	-1	-1	0	1	5	4	0.1	2
Cc1nn2c(-c3ccc(Cl)cc3Cl)nnc2s1	2	-3	7	1	4	-1	3	0	-2.9	4
Cc1ccc(-c2nn(-c3ccccc3Cl)cc2C(=O)NCC2CCCO2)cc1 (stereo unspecified)	3	-3	-4	-1	-5	1	3	-28	2.6	-1
CCC(=O)Nc1ccc2c(c1)nc(CN1CCCCC1)n2C	3	3	2	-1	-1	1	-3	-6	-0.7	9
Cc1ccc(CCN2CC(C(=O)NCCCN3CCCCC3)CC2=O)cc1 (stereo unspecified)	2	8	9	-4	1	1	-6	1	-1.3	-11
CCn1cc(/C=C(\NC(=O)c2ccc(OC)c(OC)c2)C(=O)N2CCOCC2)c2ccccc21	-1	10	-1	-1	-4	1	6	1	-3.7	13
CC(=C\c1ccccc1)/C=C1/SC(=S)N(CCC(=O)O)C1=O	5	1	6	-1	7	-2	3	-6	0.1	9
COc1ccc(C2=NN(C(=O)c3cccs3)C(c3ccccc3OC)C2)cc1OC (stereo unspecified)	5	-7	4	-2	7	2	16	-38	-0.6	3
CCN(CC)CCOC(=O)C1(c2ccc([N+](=O)[O-])cc2)CCCC1	-3	-8	-5	-5	-2	5	-10	1	-1.1	-11
CCOC(=O)C1(CCOc2ccccc2)CCN(Cc2ccc(F)c(OC)c2)CC1	1	-5	4	-4	-8	0	6	-9	-4.3	3
O=C(Nc1ccccc1Cl)C1CC(=O)N(Cc2ccco2)C1 (stereo unspecified)	-2	2	-4	-7	1	4	1	2	-0.7	-8
CNC(=O)C(C#N)(Cc1cc(C(C)=O)ccc1OC)Cc1cc(C(C)=O)ccc1OC	-8	-2	-1	1	-5	0	3	-4	0.1	9
CC(=O)NC1C(=O)N(CCc2ccccc2)c2ccccc21 (stereo unspecified)	10	-6	-2	2	8	5	0	7	0.5	2
O=C1N2CN(C(c3ccccc3)c3ccccc3)CN=C2SC1(CO)CO	3	-6	3	2	3	-1	4	3	-0.4	-2
O=C1Nc2ccc(S(=O)(=O)N(CCO)CCO)c3cccc1c23	0	0	1	-3	3	1	7	3	-3.3	1
Cc1noc(C)c1COc1ccccc1C(=O)Nc1ccc(C(N)=O)cc1	-1	-2	3	1	-3	-2	-4	8	-0.3	2
CCN(CC)CCN(C(=O)c1cccc(N2C(=O)CCC2=O)c1)c1nc2cc3c(cc2s1)OCO3	-4	6	4	4	4	-6	-3	-7	2.2	12
O=C(COc1ccccc1Cl)NNC(=O)C1CCCO1 (stereo unspecified)	3	-1	-2	0	3	2	1	1	-2.4	4
COc1ccc(/C=N/Nc2nc(-c3cccnc3)nc3ccccc23)c(OC)c1	-2	3	-8	7	2	-3	1	-7	-1.8	-19
Cc1cccc(C(=O)N/N=C/c2ccccn2)c1	-2	-3	-10	-4	-2	-3	2	6	-1.6	-7
CC(=O)Nc1ccc(S(=O)(=O)NCC(=O)OCC(=O)N2CCCc3ccccc32)cc1	-6	-3	9	-4	2	0	6	5	-0.8	0
Cc1cccc(CNS(=O)(=O)c2ccc(-c3ccc(=O)[nH]n3)s2)c1	4	-7	-4	0	5	1	-6	-9	-1.8	-11
O=C(/C=C/c1ccccc1[N+](=O)[O-])N1CCN(C(=O)c2ccco2)CC1	-4	7	0	0	-2	-2	-1	2	1.4	0
CSC(=S)N/N=C/c1ccccc1	-2	-1	-5	2	2	4	14	4	1.1	8
Cc1cc(=O)[nH]c(SCC(=O)Nc2ccc(S(N)(=O)=O)cc2)n1	-1	-2	14	4	2	14	3	2	-2.8	3
COC(=O)c1cc(Br)ccc1OC(=O)c1cccnc1	0	-2	-11	2	-5	2	0	-2	0.8	0
O=C(Cc1ccccc1)Nc1ccc(NC(=O)c2cccs2)cc1Cl	0	-1	3	1	4	0	-9	-16	0.3	10
O=C(NCCCc1ccccc1)c1cnc2n(c1=O)CCS2	-2	1	-5	0	4	3	3	2	-0.8	3
COc1cccc(CN2CCC(C(=O)N3CCN(c4ccccc4F)CC3)CC2)c1OC	-3	-4	-16	3	-1	-3	1	7	-1.8	-15
COc1ccc(/C=N/N(c2ccccc2)c2ccccc2)cc1O	-4	9	10	1	9	-1	18	22	-3.0	4
COCCCNC(=S)Nc1ccccc1C	3	3	6	-2	-3	-1	1	3	-2.5	8
O=C1C2C3C=CC(C3=C3CCCCC3)C2C(=O)N1c1ccccc1 (stereo unspecified)	3	19*	-3	1	0	43*	1	-3	0.8	-1
CC(C)(C)N(CC#CCC(O)(c1ccccc1)c1ccccc1)CCO	-1	1	-2	-1	-9	-2	-9	5	-0.5	17
Cn1cc([N+](=O)[O-])c(C(=O)Nc2ccn(C34CC5CC(CC(C5)C3)C4)n2)n1	-1	-4	-4	0	1	3	3	-2	-2.2	-9
Cc1nnsc1C(=O)NNS(=O)(=O)c1cc(C(F)(F)F)cc(C(F)(F)F)c1	7	3	-2	0	6	1	3	8	-1.6	-7
COC(=O)c1c(-c2ccc(C(C)(C)C)cc2)csc1NC(=O)C1C2CCC(O2)C1C(=O)O (stereo unspecified)	-2	3	10	0	8	9	-6	-3	-1.8	3
COc1ccc(NC2CCCN(C(=O)c3cccnc3)C2)cc1 (stereo unspecified)	-1	9	-3	1	-2	4	-1	0	-2.7	2
Cn1c(=O)c2c(ncn2CC(=O)NC[C@H]2O[C@@H](n3cnc4c(N)ncnc43)[C@H](O)[C@@H]2O)n(C)c1=O	-4	1	-5	5	2	-2	-3	7	-0.1	0
Cc1cccc(C(=O)NNC(=O)c2ccco2)c1	-3	-6	0	-3	0	-2	-2	0	-0.9	3
COc1ccc(-c2cc(-c3ccccc3)nc(N)n2)c(O)c1	2	-6	-1	-4	9	4	-4	-29	-0.8	-16
CC1CCCC(C)N1C(=O)COc1ccc(C(=O)N/N=C/c2ccc(C(=O)O)cc2)cc1 (stereo unspecified)	-3	-2	-4	1	4	1	1	3	-3.5	2
CCCC(C(=O)N(C)CC(=O)Nc1ccc(N2CCOCC2)cc1)c1ccccc1 (stereo unspecified)	-1	-7	-4	6	-3	-1	-7	-1	-1.3	-11
O=C(N/N=C1\CCCc2ccccc21)C(O)c1ccccc1 (stereo unspecified)	0	3	1	-2	3	-2	4	1	1.0	3
Cc1cc(Br)ccc1NC(=O)CN(C)C(=O)c1cc(S(=O)(=O)N(C)C)ccc1N1CCCC1	6	-1	0	2	0	0	-4	-5	-0.5	5
Cc1ccnc(NC(=O)c2ccc(COc3ccc(Cl)cc3)o2)c1	4	-10	-6	-3	1	5	-3	-34	0.9	0
CCOc1ccccc1NC(=O)N1CCCC1C(=O)NCc1cccs1 (stereo unspecified)	-5	-7	7	-1	1	1	2	2	0.9	7

With a hit mark in PRMT1 FP inh, of those listed so far:
smiles,Rev-erbA mod,SIAE primary,TCR-CD3 inh,LEDGF integ inh,PRMT1 FP inh,ABHD4 inh,HTRA1 inhibitor,PG9 Ab binder,TDP2 absorb
O=C1C2C3C=CC(C3=C3CCCCC3)C2C(=O)N1c1ccccc1 (stereo unspecified),3,19*,-3,1,43*,1,-3,0.8,-1

Continued:
SMILES	Rev-erbA mod	SIAE primary	TCR-CD3 inh	LEDGF integ inh	rCAG binder	PRMT1 FP inh	ABHD4 inh	HTRA1 inhibitor	PG9 Ab binder	TDP2 absorb
Nc1nc(-c2ccco2)nn1C(=O)CCc1ccccc1	1	-2	1	3	-3	1	-6	-6	2.5	-4
Cc1nc2c(c(N3CCOCC3)n1)OCC(=O)N2	-3	-4	1	0	2	-1	2	1	1.0	-2
CSc1nc(N2CCOCC2)c2c3c(sc2n1)CCCC3	-3	-2	-2	3	-6	0	-4	-12	2.3	-1
CC(C)NC(=O)c1ccc(S(=O)(=O)N(C)C)cc1	·	-1	-3	0	0	-2	-2	-1	-1.4	2
O=C(O)CCC(=O)OCCN(Cc1ccc(Oc2ccc([N+](=O)[O-])cc2)cc1)C(=O)C(Cl)Cl	3	-1	-2	-1	26	4	-8	4	3.1	-12
O=C(CCN1CCOCC1)Nc1ccc2c(c1)N(C(=O)CN1CCOCC1)c1ccccc1CC2	3	7	-2	2	-8	-1	7	7	-2.2	10
C=CCn1c(=O)c(C(=O)Nc2ccccc2C)c(O)c2ccccc21	-1	-6	-3	-5	8	0	-1	-18	0.5	-6
CN(C)C1=NCCN1CC1CCCCC1	-5	-3	2	0	1	-2	5	2	0.7	9
COc1ccc(CN2C3CCCC2CC(NC(=O)Nc2ccccc2C)C3)cc1 (stereo unspecified)	1	-2	5	3	1	-2	0	-1	2.4	7
N#Cc1ccc(CSc2nnc(-c3ccccn3)n2-c2ccccc2)cc1	-2	-4	-2	-3	-6	3	0	0	-0.2	-2
Cc1ccc(S(=O)(=O)N(C)C)cc1NC(=S)NNC(=O)C1CC1	3	-3	-5	2	-2	3	-4	-6	-0.7	-9
O=C(c1cccs1)N1CCCC1	-2	0	-3	1	-2	2	-3	2	2.1	4
COc1ccc(N2CCN(C(=O)c3cc4c(=O)n(Cc5ccccc5)ccc4nc3C)CC2)cc1	1	10	-7	6	-5	0	-3	-4	-0.6	-4

The list is partial (hit frequency here may not be typical).
